D3 ag: agonists of human D3 dopamine receptor; D3R DiscoveRx beta-arrestin cells, luminescence, 90 min; max activation, %; 0.58% of 410,000 active; AID 652048; in the data active means max activation above about 30%; further: 0% is about no effect; mostly tested at two doses, the higher about 12 µM
Target sequence (P35462 whole entry, looked up): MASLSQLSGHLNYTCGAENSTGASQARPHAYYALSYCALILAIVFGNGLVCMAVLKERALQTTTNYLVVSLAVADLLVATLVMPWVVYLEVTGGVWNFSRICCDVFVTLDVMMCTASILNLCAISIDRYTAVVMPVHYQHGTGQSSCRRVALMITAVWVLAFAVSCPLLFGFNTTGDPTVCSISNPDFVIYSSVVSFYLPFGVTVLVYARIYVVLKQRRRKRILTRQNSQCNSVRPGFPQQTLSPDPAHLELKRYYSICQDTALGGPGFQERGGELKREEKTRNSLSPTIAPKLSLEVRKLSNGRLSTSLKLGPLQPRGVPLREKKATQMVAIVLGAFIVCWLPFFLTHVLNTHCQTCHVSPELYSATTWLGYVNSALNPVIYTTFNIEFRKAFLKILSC
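Cells at 1500/well, incubated overnight, then treated with pinned compounds (dopamine as control) for 90 min at 37 degrees C. DiscoveRx reagent added for 30 - 60 minutes at room temperature; luminescence read.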
HT1080 IDH1KD tx: HT-1080 IDH1 knockdown cell toxicity (counter line). HT-1080 IDH1 knockdown viability, ATP luminescence, 48 h. Potency, µM (titrated, usually from 46.1 µM), for inactives: at the highest dose activity, negative = toxicity, most hits filed as cytotoxic. 2% of 360,000 active. AID 686971;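 further: potency means the concentration at half of the fitted maximal effect; 0% = DMSO wells and -100% = cell-free medium wells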
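Viability of IDH1-knockdown HT-1080 fibrosarcoma cells was assessed by CellTiter-Glo after 48 h at 37 °C with titrated compound; concentration-effect curves were classified by fit quality and response size.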
HEK293 tox: cytotoxicity in counter-screen for GLP-1R inverse agonists; HEK293 cAMP-luciferase reporter cells, luminescence, 24 h; Potency, µM (titrated, usually from 38.3 µM), without a hit: at the highest dose activity change, negative = inhibition, hits mostly inhibitors; 0.13% of 410,000 active; AID 624418;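 further: loss of luciferase light is scored as toxicity; potency means the concentration at half of the fitted maximal effect; on the % scale 0 is the no-effect control and ±100 the full control effect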
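Seeding density was 200 cells/uL; after overnight-length (12 h) culture, 23 nL compounds went on for 24 h at 37 °C. Readout used a luciferase detection reagent, luminescence taken after 12 min at room temperature.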
KB-V1 MDR tox: kills drug-selected multidrug resistant KB-V1 cells. KB-V1 MDR cells viability, CellTiter-Glo, 72 h. Potency, µM (series often up to 46.1 µM), without a hit: at the top dose activity change, negative = cytotoxicity, hits mostly cytotoxic. 3.4% of 400,000 active. AID 1347076; further: potency means the concentration at half of the fitted maximal effect; on the % scale 0 is the no-effect control and ±100 the full control effect; nearly all actives have a fitted effect of over 60% in size
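qHTS viability screen in drug-selected KB-V1 MDR cells: 72 h compound treatment at 37 degrees C, ATP luminescence end point.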
SW480 rereplic: induces DNA re-replication in SW480 colon adenocarcinoma cells; 1.8% of 340,000 active; Potency, µM (highest dose often 46.1 µM), for the others: top-dose re-replication activation, usual class: activators; SW480 DNA re-replication, Hoechst DNA content imaging, 48 h; further: potency means the concentration at half of the fitted maximal effect; % of control where 0% means no effect; nearly all actives have a fitted effect of over 55% in size
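SW480 cells exposed to compounds for 48 hr at 37 C, 5% CO2, then Hoechst-stained 40 min. Nuclear DNA content imaged by fluorescence scanning (405 nm excitation, 500-530 nm emission); re-replication scored as increased high-intensity nuclei.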
KB-3-1 tox: KB-3-1 parental cell cytotoxicity; KB-3-1 viability, CellTiter-Glo ATP luminescence, 72 h; Potency, µM (titrated, usually from 46.1 µM), for inactives: at the highest dose activity change, negative = cytotoxic, hits mostly cytotoxic; AID 1347075; 1.4% of 400,000 active; further: potency means the concentration at half of the fitted maximal effect; on the % scale 0 is the no-effect control and ±100 the full control effect; nearly all actives have a fitted effect of over 60% in size
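Here the drug-naive KB-3-1 line serves as comparator for MDR sub-line selectivity; cells received compound titrations, 72 h at 37 °C, then CellTiter-Glo readout.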
IL1B secr inh: inflammasome signaling inhibition, IL-1 beta readout. THP-1 LPS/ATP IL-1B secretion, AlphaLISA, 16 h; active compounds read low. activity change, % at 57.5 µM. AID 743279. 4.7% of 360,000 active; in the data active means activity change below about -50%; inconclusive means mostly about -30% to -49%; further: on the % scale 0 is the no-effect control and ±100 the full control effect
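THP-1 cells pretreated 1 hr with compounds (up to 57.5 uM final), then stimulated with LPS (250 ng/mL final) plus ATP (1.25 mM final); secreted IL-1B measured by AlphaLISA after 16 hr, decreased signal indicating inhibition.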
MCF10A rereplic: inducers of DNA re-replication in MCF 10A breast cells; MCF 10A DNA re-replication, Hoechst nuclear intensity, 48 h; Potency, µM (top dose mostly 46.1 µM), for inactives: top-dose activity, positive = re-replication, most hits filed as activators; 2.9% of 350,000 active; AID 624296; further: potency means the concentration at half of the fitted maximal effect; % of control where 0% means no effect; nearly all actives have a fitted effect of over 50% in size
HT1080-NT tox: kills 2HG-producing HT-1080-NT fibrosarcoma cells; 1.6% of 360,000 active; Potency, µM (top dose mostly 46.1 µM), without a hit: at the top dose activity, negative = less viability, usual class: cytotoxic; HT-1080-NT fibrosarcoma viability, CellTiter-Glo ATP luminescence, 48 h; AID 686970;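 further: NT is the 2HG producing partner of a matched IDH1 knockdown line; potency means the concentration at half of the fitted maximal effect; 0% = DMSO-treated cells and -100% = media-only wells without cells; nearly all actives have a fitted effect of over 55% in size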
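750 cells/well, RPMI + 5% FBS; 2 h settle, compound pin-transfer, 48 h at 37 degrees C. CellTiter-Glo 10 min RT, luminescence. Normalized to DMSO and media-only wells.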
* = called active by the depositor; [ ] = another dose, or the depositor's remark. Unless noted, the call rests on the fitted dose curve; in most records, active means well fitted curve in the direction sought with a large enough effect; inconclusive means small, poorly fitted or top-dose-only effect, or another doubt; inactive means no such curve, though single readings can be large; an effect the other way counts as inactive or inconclusive.

How did N=c1c(C(=O)NCc2ccco2)cc2c(=O)n3ccccc3nc2n1C1CCCC1 do in these assays?
D3 ag: 4; HT1080 IDH1KD tx: -14%; HEK293 tox: -15%; KB-V1 MDR tox: inconclusive; SW480 rereplic: 21µM*; KB-3-1 tox: -3%; IL1B secr inh: 17; MCF10A rereplic: 21µM*; HT1080-NT tox: 1%

Results for Cc1cc(C)cc(NC(=O)C2C3C=CC(O3)C2C(=O)O)c1 (stereo not drawn) ?
D3 ag: 12; HT1080 IDH1KD tx: 0%; HEK293 tox: 1%; KB-V1 MDR tox: 11%; SW480 rereplic: -18%[1.84 µM]; KB-3-1 tox: -3%; IL1B secr inh: 13; MCF10A rereplic: -1%; HT1080-NT tox: 6%

What do the screens show for `O=C1C(=O)N(C2CCN(C(=O)c3ccc(Cl)cc3)CC2)CCN1Cc1ccc(F)cc1`?
D3 ag: 5; HEK293 tox: -11%; KB-V1 MDR tox: 11%; KB-3-1 tox: 23%

Results for O=S(=O)(NCc1ccc2c(c1)OCO2)c1ccc(F)c(F)c1 ?
D3 ag: 0; HT1080 IDH1KD tx: 0%; HEK293 tox: 0%; KB-V1 MDR tox: 7%; SW480 rereplic: -3%; KB-3-1 tox: 28%; IL1B secr inh: 11; MCF10A rereplic: -5%; HT1080-NT tox: -5%

What do the screens show for `NC(=O)c1cc(Br)cc(C2CCCCC2)c1O`?
D3 ag: 22; HT1080 IDH1KD tx: inconclusive; HEK293 tox: -16%; KB-V1 MDR tox: 2%; SW480 rereplic: 22%; KB-3-1 tox: 4%; IL1B secr inh: -56*; MCF10A rereplic: inconclusive; HT1080-NT tox: inconclusive

What do the screens show for `N#Cc1cc2ccncc2c2ccccc12`?
D3 ag: 3; HT1080 IDH1KD tx: -11%; HEK293 tox: 4%; KB-V1 MDR tox: -24%; KB-3-1 tox: inconclusive; IL1B secr inh: -26; HT1080-NT tox: -4%

Results for CCOc1ccc(CCNC(=O)C2CCCN(S(=O)(=O)c3c(C)n[nH]c3C)C2)cc1OCC (stereo not drawn) ?
D3 ag: 4; HT1080 IDH1KD tx: 3%; HEK293 tox: 1%; KB-V1 MDR tox: 22%; SW480 rereplic: 3%; KB-3-1 tox: 11%; IL1B secr inh: 3; MCF10A rereplic: -4%[9.22 µM]; HT1080-NT tox: -2%

How did Cc1cccc(NN=C2c3ccccc3-c3ccccc32)c1 do in these assays?
D3 ag: 18; HT1080 IDH1KD tx: -20%; HEK293 tox: -13%; KB-V1 MDR tox: -3%; SW480 rereplic: -4%; KB-3-1 tox: -3%; IL1B secr inh: -4; MCF10A rereplic: 23%; HT1080-NT tox: -14%

What do the screens show for `COc1ccc(C2=NN(C(=O)CN3CCOCC3)C(c3nc4ccccc4[nH]3)C2)cc1` (stereo not drawn)?
D3 ag: -9; HT1080 IDH1KD tx: -2%; HEK293 tox: -4%; KB-V1 MDR tox: 2%; SW480 rereplic: 1%; KB-3-1 tox: -10%; IL1B secr inh: -28; MCF10A rereplic: -7%; HT1080-NT tox: -12%

Results for O=C(CCn1c(=O)sc2ccccc21)NC1CCCCC1 ?
D3 ag: -23; HT1080 IDH1KD tx: 18%; HEK293 tox: 0%; KB-V1 MDR tox: -6%; SW480 rereplic: -16%; KB-3-1 tox: 17%; IL1B secr inh: 0; MCF10A rereplic: 14%; HT1080-NT tox: 21%

Results for C=CCNC(=S)Nc1sc2c(c1C(=O)OCC)CC(C(C)C)OC2 (stereo not drawn) ?
D3 ag: 11; HT1080 IDH1KD tx: 7.9µM*; HEK293 tox: inconclusive; KB-V1 MDR tox: inconclusive; SW480 rereplic: inconclusive; KB-3-1 tox: 12%; IL1B secr inh: 53; MCF10A rereplic: 12µM*; HT1080-NT tox: 6.3µM*

How did CCN(C1CCS(=O)(=O)C1)S(=O)(=O)c1ccc(Cl)s1 (stereo not drawn) do in these assays?
D3 ag: -14; HT1080 IDH1KD tx: -14%; HEK293 tox: -12%; KB-V1 MDR tox: inconclusive; SW480 rereplic: 1%; KB-3-1 tox: 2%; IL1B secr inh: 0; MCF10A rereplic: 0%; HT1080-NT tox: -5%

Results for O=C(NCCOC(=O)c1ccc([N+](=O)[O-])cc1)c1cccnc1 ?
D3 ag: 3; HT1080 IDH1KD tx: 4%; HEK293 tox: -8%; KB-V1 MDR tox: inconclusive; SW480 rereplic: -3%; KB-3-1 tox: 3%; IL1B secr inh: 45; MCF10A rereplic: -14%; HT1080-NT tox: 8%

Results for O=C1C2C3CC(C(Br)C3Br)C2C(=O)N1c1ccccn1 (stereo not drawn) ?
D3 ag: -2; HT1080 IDH1KD tx: 5%; HEK293 tox: -13%; KB-V1 MDR tox: 2%; SW480 rereplic: 1%; KB-3-1 tox: 10%; IL1B secr inh: 2; MCF10A rereplic: 9%; HT1080-NT tox: 1%

How did Cc1cc(F)ccc1S(=O)(=O)Nc1ccc2c(c1)CCCN2C(=O)c1cccs1 do in these assays?
D3 ag: 1; HEK293 tox: -18%; KB-V1 MDR tox: inconclusive; KB-3-1 tox: -20%

What do the screens show for `Cc1cccc(C(=O)NC2(C(F)(F)F)N=C(c3ccccc3)N(Cc3ccccc3)C2=O)c1` (stereo not drawn)?
D3 ag: -16; HEK293 tox: -1%; KB-V1 MDR tox: -12%; KB-3-1 tox: -8%

What do the screens show for `CN(C)CCCn1c2c(c(SCC(=O)Nc3cccc4ccccc34)nc1=O)CCCC2`?
D3 ag: 2; HT1080 IDH1KD tx: -6%; HEK293 tox: 1%; KB-V1 MDR tox: inconclusive; SW480 rereplic: -8%; KB-3-1 tox: 10%; IL1B secr inh: -97*; MCF10A rereplic: 7%; HT1080-NT tox: -4%

Results for OCCc1c[nH]c2ccccc12 ?
D3 ag: 22; HT1080 IDH1KD tx: 0%; HEK293 tox: 9%; KB-V1 MDR tox: 19%; SW480 rereplic: -8%; KB-3-1 tox: 0%; IL1B secr inh: -22; MCF10A rereplic: 4%; HT1080-NT tox: 8%

How did COc1cc(NS(=O)(=O)c2ccc(NC(=S)NC(=O)COc3ccccc3OC)cc2)nc(OC)n1 do in these assays?
D3 ag: 1; HT1080 IDH1KD tx: 9%; HEK293 tox: -5%; KB-V1 MDR tox: 21%; SW480 rereplic: -32%[inhibitor]; KB-3-1 tox: -6%; IL1B secr inh: 35; MCF10A rereplic: inconclusive; HT1080-NT tox: 5%

How did O=[N+]([O-])c1cccc(COc2cccc(CN3CCCCC3)c2)c1 do in these assays?
D3 ag: -62; HT1080 IDH1KD tx: 0%; HEK293 tox: -5%; KB-V1 MDR tox: 3%; SW480 rereplic: -20%[9.22 µM]; KB-3-1 tox: 0%; IL1B secr inh: -27; MCF10A rereplic: -3%; HT1080-NT tox: 10%

The last two entries of the part before are carried over, then new ones follow:
How did COc1cc(NS(=O)(=O)c2ccc(NC(=S)NC(=O)COc3ccccc3OC)cc2)nc(OC)n1 do in these assays?
D3 ag: 1; HT1080 IDH1KD tx: 9%; HEK293 tox: -5%; KB-V1 MDR tox: 21%; SW480 rereplic: -32%[inhibitor]; KB-3-1 tox: -6%; IL1B secr inh: 35; MCF10A rereplic: inconclusive; HT1080-NT tox: 5%

How did O=[N+]([O-])c1cccc(COc2cccc(CN3CCCCC3)c2)c1 do in these assays?
D3 ag: -62; HT1080 IDH1KD tx: 0%; HEK293 tox: -5%; KB-V1 MDR tox: 3%; SW480 rereplic: -20%[9.22 µM]; KB-3-1 tox: 0%; IL1B secr inh: -27; MCF10A rereplic: -3%; HT1080-NT tox: 10%

Results for CCOC(=O)NC(CC(=O)O)c1ccc(OC)cc1 (stereo not drawn) ?
D3 ag: -4; HT1080 IDH1KD tx: 11%; HEK293 tox: 3%; KB-V1 MDR tox: 6%; SW480 rereplic: -7%; KB-3-1 tox: 0%; IL1B secr inh: 1; MCF10A rereplic: 0%; HT1080-NT tox: 0%

Results for CCCCc1nc2cc(C(=O)N3CCNC(=O)C3)ccc2o1 ?
D3 ag: 2; HT1080 IDH1KD tx: 4%; HEK293 tox: -9%; KB-V1 MDR tox: 5%; SW480 rereplic: inconclusive; KB-3-1 tox: -1%; IL1B secr inh: 1; MCF10A rereplic: 3%; HT1080-NT tox: 5%

What do the screens show for `CC1(C(=O)NCc2cccc(Cl)c2)Cc2c(-c3ccccc3)ccnc2O1` (stereo not drawn)?
D3 ag: -6; HT1080 IDH1KD tx: inconclusive; HEK293 tox: 0%; KB-V1 MDR tox: -3%; KB-3-1 tox: 0%; IL1B secr inh: 20; HT1080-NT tox: -24%

How did CCOc1ccccc1NC(=O)CSc1nnc(CNC(=O)c2ccco2)o1 do in these assays?
D3 ag: -3; HT1080 IDH1KD tx: 5%; HEK293 tox: -6%; KB-V1 MDR tox: 17%; SW480 rereplic: -9%; KB-3-1 tox: -1%; IL1B secr inh: 11; MCF10A rereplic: -4%; HT1080-NT tox: -1%

How did Cc1ccc(C)c(S(=O)(=O)NCC(c2ccc(N(C)C)cc2)N2CCOCC2)c1 (stereo not drawn) do in these assays?
D3 ag: -9; HEK293 tox: 14%; KB-V1 MDR tox: -2%; KB-3-1 tox: 9%

How did O=c1c(S(=O)(=O)c2ccccc2)cn(Cc2cccc(F)c2)c2cc(N3CCOCC3)c(F)cc12 do in these assays?
D3 ag: 6; HEK293 tox: -10%; KB-V1 MDR tox: 11%; KB-3-1 tox: -9%

How did COc1cc(F)ccc1-c1cc(C(=O)NCc2cccs2)[nH]n1 do in these assays?
D3 ag: -10; HT1080 IDH1KD tx: 11%; HEK293 tox: -9%; KB-V1 MDR tox: 5%; KB-3-1 tox: 0%; IL1B secr inh: 4; HT1080-NT tox: inconclusive

Results for Cc1cc(N2C(=O)C(O)=C(C(=O)c3cccs3)C2c2ccc(F)cc2)no1 (stereo not drawn) ?
D3 ag: 4; HT1080 IDH1KD tx: 0%; HEK293 tox: -23%; KB-V1 MDR tox: inconclusive; SW480 rereplic: -10%; KB-3-1 tox: 7%; IL1B secr inh: -6; MCF10A rereplic: 0%; HT1080-NT tox: -4%

Assay outcomes as filed in PubChem BioAssay.
